# Screens from PubChem.
# LAP4-GFP MLPCN = alters LAP4-GFP fluorescence in TOR pathway yeast screen; S. cerevisiae LAP4-GFP multiplex, flow cytometry GFP, 3 h; median GFP as percent of DMSO wells; GFP response vs DMSO, % at 10 µM; hit rate 0.34% among 320,000; AID 2023;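 active = GFP response vs DMSO above a set limit, about the screen mean plus 3 SD, cut at about 150% in these data; inconclusive = under 70 cell events counted for the yeast strain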
# AGP1 TOR yeast = yeast TOR pathway AGP1-GFP modulation; S. cerevisiae AGP1-GFP multiplex flow cytometry, 3 h; GFP as percent of DMSO wells; GFP response vs DMSO, % at 10 µM; hit rate 0.02% among 320,000;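 active = GFP response relative to DMSO above a set limit, near screen average plus 3 SD, cut at about 150% in these data; inconclusive = fewer than 70 cells counted for the yeast strain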;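 also: median GFP channel fluorescence of the gated AGP1 strain per well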
# CR mimetic SO = caloric restriction mimetics inhibiting age-related superoxide in yeast; superoxide response (% of plate mean), % at 10 µM; S. cerevisiae aged cells, superoxide DHE fluorescence; stronger effect = lower value; hit rate 0.18% among 330,000; AID 2690;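 active = superoxide response under a set limit, about three screen SD below normal, cut at about 65% in these data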;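 also: yeast aged for seven days with compound at 30 °C before DHE staining; 100% = average MFI of all compound-treated wells on the plate with controls excluded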
# RPL19A-GFP yeast = yeast TOR pathway RPL19A-GFP modulation; S. cerevisiae RPL19A-GFP strain, flow cytometry, 3 h; stronger effect = lower value; percent response vs DMSO, % at 10 µM; hit rate 0.3% among 330,000; AID 2025;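 active = percent response vs DMSO below 50%; inconclusive = fewer than 70 events counted for the yeast strain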;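 also: median channel GFP fluorescence of the barcoded RPL19A-GFP strain; ratio of sample median GFP to plate DMSO average so 100% = DMSO; lower means less RPL19A-GFP as with rapamycin TOR inhibition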
# Efflux pump inh = antifungal efflux pump inhibition, Nile Red retention; hit rate 0.44% among 330,000; inhibition, % at 10 µM; S. cerevisiae Candida pump triplex;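 active = plate passing quality check with inhibition over a set limit, or well fluorescence over plate mean plus 4 SD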;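 also: Nile Red retained in pooled yeast measured as flow cytometry median fluorescence; 0% = buffer negative control and 100% = Enniatin B positive control; higher means more Nile Red kept so more efflux inhibition; some compounds called inactive have numbers as strong as hits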
# MEP2 TOR yeast = modulators of TOR pathway MEP2-GFP in S. cerevisiae; hit rate 0.51% among 330,000; GFP response vs DMSO, % at 10 µM; S. cerevisiae MEP2-GFP strain, flow cytometry GFP, 3 h; 100% = DMSO control level;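 active = GFP response versus DMSO above a set limit, roughly screen mean plus 3 SD, cut at about 180% in these data; inconclusive = fewer than 70 cells counted for a yeast strain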;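 also: median GFP fluorescence of the barcode-gated MEP2-GFP cells per well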
# AHR act = activates the human aryl hydrocarbon receptor. P35869. AHR-responsive luciferase reporter cells, luminescence. activation, % at 5 µM. hit rate 2.5% among 320,000. AID 2796; in the data active = activation above about 47%;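 also: 0% = vehicle wells and 100% = reference agonist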
# Target sequence (P35869 whole entry, looked up): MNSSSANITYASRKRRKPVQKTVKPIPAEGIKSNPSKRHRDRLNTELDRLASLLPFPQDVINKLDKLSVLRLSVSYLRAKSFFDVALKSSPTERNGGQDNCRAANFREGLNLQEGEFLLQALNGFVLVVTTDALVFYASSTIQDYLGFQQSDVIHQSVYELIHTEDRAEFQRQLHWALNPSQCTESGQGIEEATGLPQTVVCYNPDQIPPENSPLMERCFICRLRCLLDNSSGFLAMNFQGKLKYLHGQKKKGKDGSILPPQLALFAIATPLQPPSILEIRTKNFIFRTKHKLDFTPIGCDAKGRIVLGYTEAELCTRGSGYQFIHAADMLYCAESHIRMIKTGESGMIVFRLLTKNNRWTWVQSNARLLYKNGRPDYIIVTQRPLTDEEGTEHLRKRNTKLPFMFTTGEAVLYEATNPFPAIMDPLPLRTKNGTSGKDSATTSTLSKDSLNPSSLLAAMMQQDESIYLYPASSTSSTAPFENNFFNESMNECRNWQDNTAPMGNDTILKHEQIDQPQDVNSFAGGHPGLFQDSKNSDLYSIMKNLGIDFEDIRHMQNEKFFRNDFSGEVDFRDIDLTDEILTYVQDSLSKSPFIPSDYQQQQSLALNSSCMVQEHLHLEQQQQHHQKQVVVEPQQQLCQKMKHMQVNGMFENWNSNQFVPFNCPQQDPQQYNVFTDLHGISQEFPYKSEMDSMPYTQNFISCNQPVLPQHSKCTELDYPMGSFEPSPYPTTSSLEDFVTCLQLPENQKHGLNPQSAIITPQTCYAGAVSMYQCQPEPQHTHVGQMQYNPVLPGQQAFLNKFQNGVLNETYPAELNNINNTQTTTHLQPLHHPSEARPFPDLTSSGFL
# CIT2 TOR yeast = modulators of TOR pathway CIT2-GFP in S. cerevisiae; S. cerevisiae CIT2-GFP strain, flow cytometry, 3 h; 100 means same as DMSO wells; GFP response vs DMSO, % at 10 µM; hit rate 0.065% among 320,000;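 active = GFP response relative to DMSO above a set limit, near the screen mean plus 3 SD, cut at about 150% in these data; inconclusive = Fewer than 70 cells measured for a yeast strain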;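 also: ratio of well median GFP fluorescence to mean of DMSO wells on the plate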
# * marks the source's active call; other numbers are inactive results; ? = inconclusive; . = no result given; [ ] = remark or other dose.
SMILES,LAP4-GFP MLPCN,AGP1 TOR yeast,CR mimetic SO,RPL19A-GFP yeast,Efflux pump inh,MEP2 TOR yeast,AHR act,CIT2 TOR yeast
COc1cc(NC(=O)Cn2c([N+](=O)[O-])cnc2C)c(OC)cc1Cl,90,95,91,95,0.2,98,4,96
CC(C)CC(NC(N)=O)C(=O)NCc1ccccc1Cl (stereo not drawn),92,97,98,93,-0.1,82,0,97
C/C(Cn1nnc([N+](=O)[O-])n1)=N\NC(=O)c1ccc(O)cc1O,88,89,103,100,0.5,96,25,90
Cc1cc(C)c(NC(=O)CSc2nc3ncc(Cl)cc3[nH]2)c(C)c1,90,92,95,98,0.0,103,12,97
COc1cccc(NC(=O)CN(C)C(=O)CC2Sc3ccccc3NC2=O)c1 (stereo not drawn),96,97,93,95,0.3,97,10,87
O=C(NCC(c1ccco1)N1CCCC1)c1cc2ccccc2s1 (stereo not drawn),108,105,94,98,0.1,102,14,98
Cn1c(SCCOc2cccc(Cl)c2)nnc1-c1ccncc1,97,102,91,96,-0.2,99,-4,100
CC(C)c1ccc(N(C(=O)CNC(=O)c2ccco2)C(C(=O)NC2CCCC2)c2cccnc2)cc1 (stereo not drawn),99,104,123,101,0.3,100,-3,101
CCOC(=O)C1=C(C)N=c2s/c(=C\c3cccc(OCC(=O)O)c3)c(=O)n2C1c1ccccc1 (stereo not drawn),95,96,104,103,0.1,108,.,98
Cc1ccc(C)c2[nH]c(=O)c(CCNC(=O)c3cc4ccccc4o3)cc12,100,99,103,102,0.1,99,-6,90
O=C(NCc1cccnc1)C(=O)NCC1OCCN1S(=O)(=O)c1ccc(Cl)cc1 (stereo not drawn),100,107,119,100,0.0,101,0,96
CNC(=O)c1cc(NC(=O)CCn2nc(-c3ccc(C)cc3)c3ccccc3c2=O)ccc1OC,106,107,95,98,0.0,98,8,100
CN(C(=O)c1ccncc1)C1CCS(=O)(=O)C1 (stereo not drawn),90,81,84,107,-0.1,95,0,68
CCOC(=O)CNS(=O)(=O)Cc1ccccc1,99,100,119,98,-0.1,97,0,103
O=C(c1ccccc1-c1nc(-c2ccc(F)cc2)no1)N1CCCC1,102,99,106,98,0.0,101,50*,101
CC(C)(Oc1ccc(CCNC(=O)c2ccc(Cl)cc2)cc1)C(=O)O,126,86,118,99,0.3,99,13,78
COc1ccccc1OCCCCCc1c(C)n[nH]c1C,104,95,115,102,0.3,108,17,91
COC(=O)CNC(c1ccccc1)c1cc(C)ccc1NC(=O)CNC(=O)OCc1ccccc1 (stereo not drawn),101,106,93,108,-0.1,110,0,114
CC1CCCCN1CC(O)COc1ccc(OCC(O)CN2CCCCC2C)cc1 (stereo not drawn),95,98,115,104,0.0,106,-1,107
Cc1nnc(SCC(=O)NCCc2ccccc2)s1,99,102,91,100,-0.2,107,2,109
CCc1cccc(NC(=O)C2CCCN(S(=O)(=O)c3cccnc3)C2)c1 (stereo not drawn),107,107,81,104,-0.1,116,10,105
NS(=O)(=O)c1ccc(CNC(=O)CSc2ccccc2)cc1,111,102,106,97,-0.1,97,0,95
Cc1ccc(/C=N\NC(=O)/C(=C\Nc2nccc(C)n2)NC(=O)c2ccccc2)cc1,102,103,94,99,-0.1,103,12,101
Cc1ccc(C2SCC(C(=O)O)N2C(=O)c2ccc(F)cc2)cc1 (stereo not drawn),102,102,96,102,0.1,105,-1,102
Cn1c(=O)oc2cc(S(=O)(=O)N3CCC(C(=O)NCc4ccc(F)cc4)CC3)ccc21,97,102,95,99,-0.2,111,-1,100

# Rewritten with bars between the fields: part of the list above.
molecule | LAP4-GFP MLPCN | AGP1 TOR yeast | CR mimetic SO | RPL19A-GFP yeast | Efflux pump inh | MEP2 TOR yeast | AHR act | CIT2 TOR yeast
CC1CCCCN1CC(O)COc1ccc(OCC(O)CN2CCCCC2C)cc1 (stereo not drawn) | 95 | 98 | 115 | 104 | 0.0 | 106 | -1 | 107
CCc1cccc(NC(=O)C2CCCN(S(=O)(=O)c3cccnc3)C2)c1 (stereo not drawn) | 107 | 107 | 81 | 104 | -0.1 | 116 | 10 | 105

# Taken from above.
# Reading for CC1CCCCN1CC(O)COc1ccc(OCC(O)CN2CCCCC2C)cc1 (stereo not drawn) in RPL19A-GFP yeast: 104
# Reading for Cc1ccc(/C=N\NC(=O)/C(=C\Nc2nccc(C)n2)NC(=O)c2ccccc2)cc1 in RPL19A-GFP yeast: 99

# The listing picks up; the seven compounds before the break are reprinted first.
SMILES,LAP4-GFP MLPCN,AGP1 TOR yeast,CR mimetic SO,RPL19A-GFP yeast,Efflux pump inh,MEP2 TOR yeast,AHR act,CIT2 TOR yeast
CC1CCCCN1CC(O)COc1ccc(OCC(O)CN2CCCCC2C)cc1 (stereo not drawn),95,98,115,104,0.0,106,-1,107
Cc1nnc(SCC(=O)NCCc2ccccc2)s1,99,102,91,100,-0.2,107,2,109
CCc1cccc(NC(=O)C2CCCN(S(=O)(=O)c3cccnc3)C2)c1 (stereo not drawn),107,107,81,104,-0.1,116,10,105
NS(=O)(=O)c1ccc(CNC(=O)CSc2ccccc2)cc1,111,102,106,97,-0.1,97,0,95
Cc1ccc(/C=N\NC(=O)/C(=C\Nc2nccc(C)n2)NC(=O)c2ccccc2)cc1,102,103,94,99,-0.1,103,12,101
Cc1ccc(C2SCC(C(=O)O)N2C(=O)c2ccc(F)cc2)cc1 (stereo not drawn),102,102,96,102,0.1,105,-1,102
Cn1c(=O)oc2cc(S(=O)(=O)N3CCC(C(=O)NCc4ccc(F)cc4)CC3)ccc21,97,102,95,99,-0.2,111,-1,100
O=C1C(c2ccc(F)cc2)N(C2CCCCC2)C(=O)CN1C1CCCC1 (stereo not drawn),107,103,123,98,-0.1,101,5,96
NC(=O)Nc1ccccc1C(=O)NCCc1ccccc1,98,106,91,107,-0.3,108,109*,110
CC(C)(C)n1nnnc1C(c1ccncc1)N1CCCCCC1 (stereo not drawn),94,101,85,97,0.0,103,0,96
CN(C)S(=O)(=O)c1ccc2c(c1)C(=O)c1cc(S(=O)(=O)N(C)C)ccc1CC2,95,96,98,95,-0.1,95,6,96
Cc1ccc(CC(=O)Nc2ccc([N+](=O)[O-])cc2C)cc1,103,103,106,103,-0.1,96,-2,100
CCOC(=O)N1CCC(N2C(=O)c3ccc(C(=O)O)cc3C2=O)CC1,.,95,106,97,-0.1,94,-4,96
CN1CCN(C(=S)c2ccc(-c3cccc(Cl)c3Cl)o2)CC1,101,100,110,104,-0.2,111,13,102
CCn1c(SC(C)C(=O)Nc2nnc(C)s2)nnc1-c1ccco1 (stereo not drawn),85,88,104,97,-0.3,95,1,90
COc1ccc(C(C)=O)cc1COC(=O)c1cc(C)oc1C,106,97,89,98,0.0,98,7,106
O=C(Nc1nc(-c2ccccc2)cs1)c1cccc(S(=O)(=O)N2CCN(Cc3ccccc3)CC2)c1,86[may fluoresce violet],?,100,62[may fluoresce violet],0.2,158[may fluoresce violet],7,?
C=CCN(C(=O)c1cccc(S(=O)(=O)N2CCN(C)CC2)c1)c1nc(-c2ccccc2)cs1,96,95,102,96,0.0,102,6,93
CCCCNC(=S)N=Nc1c(O)[nH]c2ccccc12,109,94,111,103,0.1,101,7,99
O=C(C1=C[C@H](c2csc3ccccc23)C[C@H](OCc2ccc(CO)cc2)O1)N1CCN(Cc2ccccc2)CC1,138,90,113,96,0.1,90,-2,123
CCOc1ccc(S(=O)(=O)NCCOC)cc1C,110,113,99,105,0.0,112,-1,99
Cc1c(C(=O)N(C)c2ccccc2Cl)cnn1-c1ccccc1,102,99,103,103,0.1,114,2,93
O=C(Nc1ccc(Cl)cc1)Nc1nnc(CSCc2ccccc2Cl)s1,97,107,107,107,1.0,110,-1,106
CCCCS(=O)(=O)Nc1ccc2ncn(C)c(=O)c2c1,105,105,85,102,-0.2,103,2,104
CCCc1cc(N2CCCC(C(=O)NCc3ccc4c(c3)OCO4)C2)n2ncnc2n1 (stereo not drawn),95,102,111,.,-0.1,99,2,99
COc1ccccc1CNC(=O)Cc1ccc(C)cc1,90,98,106,105,0.2,108,1,109
CC(C)C(C(=O)NCc1ccco1)N(C(=O)CNS(=O)(=O)c1ccc(Cl)cc1)C1CCCC1 (stereo not drawn),92,92,92,92,0.1,88,-3,89
CSc1nc(=NC(C)=O)ss1,111,106,91,99,0.2,105,1,96
O=C(NCc1ccccn1)c1cn(Cc2ccccc2)nn1,91,100,102,97,-0.1,98,8,105
C=CCNC(=O)COC(=O)CCC(=O)c1cccs1,109,100,102,98,0.2,100,1,96
Cc1ccc(CNC(=O)CCS(=O)(=O)c2cc3c(cc2Cl)NC(=O)CO3)cc1,87,97,81,95,0.0,98,2,101
Cc1cc(C)c(NC(=O)CCCOC(=O)C2=COCCO2)c(C)c1,101,103,101,103,-0.1,104,1,103
SMILES,LAP4-GFP MLPCN,AGP1 TOR yeast,CR mimetic SO,RPL19A-GFP yeast,Efflux pump inh,MEP2 TOR yeast,AHR act,CIT2 TOR yeast
COc1cc(C(=O)NCCOc2ccc(C)c(C)c2)cc(OC)c1OC,93,92,106,106,0.1,111,3,100
Cc1cccc(-n2c3nc(=O)[nH]c(=O)c-3cc3c(C)nn(-c4ccccc4)c32)c1,95,100,95,94,-0.2,98,2,101
CCOc1ccc(CCNC(=O)c2ccc(C)c(N3CCCC3=O)c2)cc1OCC,93,101,103,108,0.0,106,-2,101
CCOC(=O)c1ccc(/C=C2\c3ccccc3C(=O)N2c2ccccc2)cc1F,94,91,89,92,0.2,93,9,78
O=C(NN1C(=O)c2ccccc2NC1c1cccnc1)c1ccccc1 (stereo not drawn),92,88,115,93,-0.1,92,1,87
COc1ccc(-n2ncc3c2CC(C)(C)CC3NC(=O)C2=CC(=O)CC(C)(C)O2)cc1 (stereo not drawn),95,104,91,104,0.1,101,-1,101
Cc1cccc(NS(=O)(=O)c2ccc(C(=O)NCC(c3ccco3)N3CCCCC3)cc2)c1C (stereo not drawn),101,105,95,99,0.0,101,-2,103
COC(=O)c1cc(NC(=O)C2(S(=O)(=O)c3ccc(Cl)cc3)CC2)cc(C(=O)OC)c1,106,115,111,105,-0.1,108,2,108
O=C(NC(C(=O)NCCN1CCOCC1)C12CC3CC(CC(C3)C1)C2)C1CCCCC1 (stereo not drawn),105,101,99,100,0.1,107,2,94
CC(C)COCC(O)CCC(=O)NNC(=S)Nc1ccccc1 (stereo not drawn),106,106,117,106,0.0,110,-2,100
COC(=O)c1ccc(NC(=O)CSc2nnc(-c3ccccc3Br)n2-c2ccccc2)cc1,108,106,106,102,0.0,97,-1,98
COc1ccc(CNC(=O)C2CCN(S(=O)(=O)c3c(C)n[nH]c3C)CC2)cc1,95,98,110,98,0.0,97,0,91
CC(OC(=O)c1cccnc1Cl)C(=O)Nc1ccc2c(c1)OCCO2 (stereo not drawn),94,99,90,108,-0.2,102,6,103
CC(C)NCCOCCOc1ccc(Cl)cc1Br,95,109,95,103,-0.1,110,1,106
O=C(COC(=O)c1ccc(S(=O)(=O)Nc2ccccc2)cc1)NCCC1=CCCCC1,94,100,125,102,0.2,104,2,102

# Gathered by group, the compounds so far containing a thiophene ring, fused or not
SMILES,LAP4-GFP MLPCN,AGP1 TOR yeast,CR mimetic SO,RPL19A-GFP yeast,Efflux pump inh,MEP2 TOR yeast,AHR act,CIT2 TOR yeast
O=C(NCC(c1ccco1)N1CCCC1)c1cc2ccccc2s1 (stereo not drawn),108,105,94,98,0.1,102,14,98
O=C(C1=C[C@H](c2csc3ccccc23)C[C@H](OCc2ccc(CO)cc2)O1)N1CCN(Cc2ccccc2)CC1,138,90,113,96,0.1,90,-2,123
C=CCNC(=O)COC(=O)CCC(=O)c1cccs1,109,100,102,98,0.2,100,1,96
